E coli Lon inh = inhibitors of E. coli Lon protease, primary screen, biochemical, fluorescence polarization. purified E. coli Lon protease. inhibition, % at 7.94 µM. 360,000 tested, 0.42% active. AID 602123, 2011; in the data active = inhibition above about 13%, passing the limit was not always enough;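 also: 0% = enzyme with probe and DMSO and 100% = no enzyme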
Target sequence (P0A9M0 whole entry, looked up): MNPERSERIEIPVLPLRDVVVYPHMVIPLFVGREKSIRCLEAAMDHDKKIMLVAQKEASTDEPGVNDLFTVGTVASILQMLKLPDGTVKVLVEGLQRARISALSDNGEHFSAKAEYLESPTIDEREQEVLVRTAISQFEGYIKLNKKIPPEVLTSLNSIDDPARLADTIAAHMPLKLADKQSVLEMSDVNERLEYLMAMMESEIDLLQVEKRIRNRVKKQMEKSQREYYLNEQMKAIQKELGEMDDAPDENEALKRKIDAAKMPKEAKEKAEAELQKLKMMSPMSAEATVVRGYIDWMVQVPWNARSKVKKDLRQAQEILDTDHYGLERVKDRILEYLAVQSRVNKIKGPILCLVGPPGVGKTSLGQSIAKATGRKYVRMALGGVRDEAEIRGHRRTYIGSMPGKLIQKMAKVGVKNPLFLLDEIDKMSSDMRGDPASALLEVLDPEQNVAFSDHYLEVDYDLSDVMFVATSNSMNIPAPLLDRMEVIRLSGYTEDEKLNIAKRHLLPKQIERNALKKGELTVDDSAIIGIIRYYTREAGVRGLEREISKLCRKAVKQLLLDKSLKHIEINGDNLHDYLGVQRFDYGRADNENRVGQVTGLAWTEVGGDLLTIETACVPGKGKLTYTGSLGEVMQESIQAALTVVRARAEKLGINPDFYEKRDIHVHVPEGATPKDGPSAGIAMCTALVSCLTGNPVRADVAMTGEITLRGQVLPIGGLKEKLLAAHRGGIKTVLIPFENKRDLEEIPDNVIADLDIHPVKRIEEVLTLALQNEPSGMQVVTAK
CSN inh = inhibitors of CSN-mediated cullin deneddylation, primary screen, biochemical, fluorescence polarization, uHTS; Purified CSN, SCF-Nedd8-OG deneddylation; inhibition, % at 12.5 µM; 360,000 tested, 0.38% active; AID 651999, 2013;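 active = pattern-corrected inhibition above about 35%, with an unprinted fluorescence ratio check between 0.5 and 1.5, limit read from the data, passing the limit was not always enough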;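 also: 0% = enzyme with substrate and 100% = substrate without enzyme; some results filed as inactive read as strong as hits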
Target sequence (Q92905 whole entry, looked up, one chain of several): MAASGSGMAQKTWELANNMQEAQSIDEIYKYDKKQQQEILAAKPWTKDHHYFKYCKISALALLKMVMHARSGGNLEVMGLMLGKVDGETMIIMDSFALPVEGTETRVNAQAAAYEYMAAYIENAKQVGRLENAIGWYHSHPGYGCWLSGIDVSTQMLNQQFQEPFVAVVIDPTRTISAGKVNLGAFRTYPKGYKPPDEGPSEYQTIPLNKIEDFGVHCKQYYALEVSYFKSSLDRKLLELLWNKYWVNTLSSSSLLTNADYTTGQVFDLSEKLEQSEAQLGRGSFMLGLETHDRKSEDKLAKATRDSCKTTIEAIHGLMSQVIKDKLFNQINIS
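Material: human Csn5 produced in HEK293T cells; Input: enzyme 0.24 nM; Reagent: SCFSkp2-Nedd8OG substrate at 10 nM final; Dosing: 12.5 µM compound; Incubation: 90 min reaction at room temperature; Detection: fluorescence polarization of the substrate; Evaluation: % inhibition of substrate cleavage by Csn5; Control set: substrate-only high control, full reaction low control.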
MsrA inh = bovine MsrA enzyme inhibitors, primary screen, biochemical, absorbance, HTS | purified bovine MsrA, absorbance read-out | inhibition, % at 15.5 µM | 360,000 tested, 0.75% active | AID 651718, 2012; in the data active = inhibition above about 4.5%;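 also: 0% = vehicle wells with enzyme and 100% = reference inhibitor wells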
PABP1 MLLE inh = inhibitors of PABP1 MLLE–PAM2 peptide binding, primary screen, biochemical, fluorescence polarization, FITC-PAM2, GST-MLLE; 360,000 tested, 0.36% active; AID 588489, 2011; Polyadenylate-binding protein 1 (Homo sapiens), P11940; inhibition, % at 20 µM; in the data active = inhibition above about 35%, passing the limit was not always enough;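 also: plate controls were DMSO wells with GST-MLLE for no effect and wells lacking GST-MLLE protein for full effect; some results filed as inactive read as strong as hits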
TbMetRS inhib = T. brucei MetRS inhibitors, primary screen, biochemical, luminescence; inhibition, % at 11.9 µM; methionyl-tRNA synthetase (Trypanosoma brucei brucei); purified T. brucei MetRS, ATP depletion, Kinase-Glo luminescence; 360,000 tested, 0.4% active; AID 624268, 2012;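 active = inhibition above a per-plate cutoff of the control wells' mean inhibition plus 3 SD, cut at about 5.5% in these data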;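 also: 0% = DMSO wells median and 100% = median of wells with control inhibitor compound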
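Material: T. brucei methionyl-tRNA synthetase, purified; reagent: substrates ATP, L-methionine and bulk Escherichia coli tRNA; dosing: 11.9 µM single point; timing: 15 min plus 2 h at 25 °C; detection: luminescence of leftover ATP; evaluation: % inhibition; control set: DMSO-only wells as low control; replicates: singlicate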
FAS-TE inh = FAS thioesterase domain inhibitors, primary screen, biochemical, fluorescence intensity, uHTS; AID 602261, 2012; 360,000 tested, 0.67% active; recombinant FAS-TE, OMFH fluorogenic substrate, fluorescence endpoint; inhibition, % at 15 µM; Fatty acid synthase (Homo sapiens), P49327;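 active = compounds whose normalised, plate-corrected inhibition of enzyme fluorescence in the single-dose primary screen is 50% or more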;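 also: 0% = DMSO with enzyme and 100% = substrate without enzyme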
bovine MsrA act = bovine MsrA enzyme activators, primary screen, biochemical, absorbance, HTS; Methionine sulfoxide reductase A (Bos taurus); purified bovine MsrA, absorbance read-out; activation, % at 10.6 µM; 360,000 tested, 0.3% active; AID 602163, 2012; in the data active = activation above about 7.5%;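 also: 0% = vehicle and 100% = reference activator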
Rin1 Abl inh = inhibitors of Rin1-Abl protein binding, primary screen, biochemical, TR-FRET | Tyrosine-protein kinase ABL1 (Homo sapiens) + Ras and Rab interactor 1 (Homo sapiens), … | inhibition, % at 7.35 µM | 360,000 tested, 0.4% active | AID 588664, 2011; in the data active = inhibition above about 5%, passing the limit was not always enough
Neddyl block = inhibitors of cullin neddylation, primary screen, biochemical, TR-FRET, uHTS, NAE and Ubc12 | NEDD8-conjugating enzyme Ubc12 (Homo sapiens) + NEDD8-activating enzyme E1 regulatory … | calls only at 25 µM | 360,000 tested, 0.58% active; in the data active = inhibition above about 36%
* = called active by the depositor; i = inactive; . = not tested or not shown.

SMILES | E coli Lon inh | CSN inh | MsrA inh | PABP1 MLLE inh | TbMetRS inhib | FAS-TE inh | bovine MsrA act | Rin1 Abl inh | Neddyl block
O=C1CSC(=S)N1N=Cc1c(F)cccc1Cl | -28 | 5 | 1.0 | 31 | -0.2 | -4 | -4 | -7 | i
O=C(COC(=O)c1ccc(Cl)c(S(=O)(=O)N2CCOCC2)c1)NCc1ccco1 | -3 | -1 | 0.1 | -4 | 0.1 | -3 | 0 | 1 | i
CN1CC(=O)Nc2ccc([N+](=O)[O-])cc2C1=O | -3 | -4 | 0.4 | 3 | 0.0 | -2 | -2 | 1 | i
O=C(c1ccncc1)N1CCN(S(=O)(=O)c2ccc(OC(F)(F)F)cc2)CC1 | -7 | -2 | 0.3 | -3 | -0.3 | -3 | 4 | 6 | i
Cc1cc(C(=O)N2CCCCCC2)cs1 | -3 | -2 | 0.2 | 8 | -0.5 | -4 | -1 | 1 | i
Cc1cc(NC(=O)CSc2ncccn2)no1 | 7 | -4 | 0.6 | 4 | -0.8 | -11 | -8 | 4 | i
O=C(CCCOc1ccccc1)Nc1ccncc1 | -7 | -2 | -0.2 | 3 | -0.5 | -6 | -4 | -3 | i
COc1ccc(-n2c(SCC(=O)C(C)(C)C)nc3ccsc3c2=O)cc1 | -5 | 0 | 1.0 | 12 | -0.2 | 14 | -6 | -4 | i
CC1CC(=O)c2cnc(N)nc2C1 (configuration not stated) | -6 | 0 | 0.5 | -1 | -0.7 | -9 | -3 | 0 | i
Cc1nc(NC(=O)COC(=O)CNC(=O)c2ccco2)c(Cl)cc1Cl | -4 | 2 | 0.6 | 22 | -0.2 | -7 | -4 | 5 | i
CCc1cc(C(=O)OC)c(NC(=O)c2ccoc2C)s1 | 5 | 5 | -0.1 | 9 | -0.5 | 17 | -5 | 7 | i
CCOC(=O)N1CCN(C(=O)CS(=O)(=O)c2cn(Cc3ccc(F)cc3)c3ccccc23)CC1 | -2 | 1 | 0.4 | -5 | -0.2 | -4 | 0 | 2 | i
COc1cccc(C(=O)N(c2ccc(OC)cc2OC)C2C=CS(=O)(=O)C2)c1 (configuration not stated) | 10 | -4 | 0.2 | 11 | -0.3 | -7 | -2 | -4 | i
CCOc1cc(S(=O)(=O)NCCCN2CCOCC2)c(C)cc1C | -14 | 0 | -0.7 | -2 | -0.3 | -3 | -1 | -2 | i
CC(=O)NC1CCCC(NC(C)=O)C1 (configuration not stated) | -7 | 5 | 0.2 | 8 | -0.2 | -2 | 2 | 0 | i
COCCNC(=O)C(c1ccc(C)o1)N(Cc1ccco1)C(=O)c1snc(C(N)=O)c1N (configuration not stated) | 3 | 2 | 2.4 | 0 | -0.3 | -6 | -4 | -2 | i
O=C(NCc1cccs1)c1ccc(Cl)c(S(=O)(=O)N2CCOCC2)c1 | -9 | -1 | -1.2 | -25 | -0.1 | -8 | -1 | 2 | i
Cc1cc(C)n(-c2nnc(C)n2N)n1 | -1 | 3 | -0.4 | 10 | -1.5 | -3 | -4 | 1 | i
O=C(Nc1ccc(F)cc1)Nc1nnc(COc2ccccc2F)s1 | 8 | 3 | 1.6 | -1 | 1.4 | 2 | 3 | 2 | i
COc1ccc(Cc2noc(-c3ccc([N+](=O)[O-])cc3)n2)cc1OC | 0 | 3 | 1.0 | 0 | 0.2 | 15 | 1 | 3 | i
O=S(=O)(c1ccc(Cl)cc1)N1CCNCC1 | -2 | 8 | -0.6 | 4 | -0.2 | 1 | -5 | 3 | i
COc1ccc(CN(CCCN2CCOCC2)C(=O)Nc2cccc(Cl)c2)cc1OC | -7 | 1 | 1.2 | 11 | -2.3 | 1 | -10 | 1 | i
Cc1cccc(NC(=O)CCCNC(=O)c2ccc(Cl)cc2)n1 | -3 | -5 | -0.8 | -4 | -0.2 | -4 | -2 | 0 | i
C#CCOCCOCCOCCNc1nc(N2CCOCC2)nc(N2CCN(C(=O)[C@H](CCCCN)n3cc([C@@H](N)CO)nn3)CC2)n1 | 0 | -6 | 0.3 | -3 | -0.2 | -16 | -1 | 2 | i
CC(C)C[C@H](NC(=O)C1(c2ccccc2)CCN(C(=O)OC(C)(C)C)CC1)C(=O)N1CCC[C@H]1C(=O)O | 8 | -6 | -0.2 | 15 | -0.3 | -4 | -3 | -2 | i
Cc1sc(NC(=O)c2ccco2)c(CN2CCN(Cc3ccccc3)CC2)c1C | 4 | -3 | 1.3 | 32 | 0.3 | 22 | -2 | -3 | i
O=c1[nH]c(-c2cccs2)nc2ccccc12 | 5 | 0 | 2.1 | 8 | -0.1 | -9 | -10 | -1 | i
Cc1ccc(S(=O)(=O)N(CC(O)CN(C)C)c2ccccc2)cc1 (configuration not stated) | -2 | 3 | 0.8 | 10 | 0.2 | -6 | 0 | -2 | i
Cc1ccc2c(Cl)cc(Cl)c(OCC(=O)OCC(=O)Nc3ccc(C#N)cc3)c2n1 | -4 | 4 | 2.6 | 5 | -0.3 | -4 | -3 | -6 | i
O=C(CCCN1C(=O)/C(=C/c2cccc(Br)c2)SC1=S)NCCCN1CCOCC1 | -2 | 10 | 0.5 | 11 | 0.3 | 15 | 2 | 0 | i
CSc1ccccc1C(=O)C1CCCN(C(=O)NC(C)C)C1 (configuration not stated) | -2 | 6 | 0.4 | 2 | -0.3 | -3 | -2 | 1 | i
O=C(NCc1cccc(Br)c1)C1CC(c2ccccc2[N+](=O)[O-])=NO1 (configuration not stated) | -2 | -3 | 0.4 | -1 | 0.5 | 4 | -1 | 2 | i
COc1ccccc1-c1nc(C(=O)NCC2CCCO2)cc2c1[nH]c1ccccc12 (configuration not stated) | -2 | 4 | . | -5 | -0.7 | 16 | 0 | 0 | i
COc1ccc(S(=O)(=O)N(CC(=O)N2CCN(C)CC2)c2ccc(C)cc2)cc1Br | -4 | 1 | -0.2 | 1 | 0.0 | -2 | -2 | -2 | i
O=C(c1cc2nc(-c3ccco3)cc(C(F)(F)F)n2n1)N1CCN(c2ccccn2)CC1 | -3 | 4 | 1.2 | 0 | -1.2 | 0 | 1 | 2 | i
Cc1cc(C)cc(OCC(=O)Nc2ccc(S(=O)(=O)Nc3ccccn3)cc2)c1 | -5 | -5 | 0.0 | 0 | 0.5 | 5 | -4 | 4 | i
Cc1ccc(S(=O)(=O)N(CC(O)CN2CCCCC2)c2cccc([N+](=O)[O-])c2)cc1 (configuration not stated) | -4 | -2 | -0.1 | 4 | -0.2 | 3 | -11 | 1 | i
O=C(COc1ccc(Oc2ccccc2)cc1)NCc1cn2ccccc2n1 | -4 | 0 | 0.3 | 17 | 0.1 | -2 | -3 | 2 | i
CCn1c(C)nc2cc(S(=O)(=O)N3CCCCC3)ccc21 | -2 | -4 | -0.8 | -2 | -1.1 | 3 | -1 | 1 | i
Cc1ccc(NC(=O)Cc2nc(CN(C)CC(=O)Nc3ccc(C)cc3)cs2)cc1 | -8 | -5 | -0.3 | -7 | 0.1 | 1 | 2 | 0 | i
CC(=O)c1c(C)[nH]c(C(=O)Nc2ccccn2)c1C | 3 | 3 | 0.9 | 4 | -0.5 | -3 | -2 | 3 | i
CCCc1cc(-c2[nH]ncc2-c2ccc(C(=O)OCC)o2)c(O)cc1O | 0 | 3 | 0.6 | -6 | -0.3 | -83 | 0 | 2 | .
O=C(c1ccco1)N1N=C(c2ccncc2)CC1(O)C(F)(F)F (configuration not stated) | 4 | -2 | -1.8 | -7 | -1.2 | -10 | -13 | 3 | i
CSCC[C@H](NC(=O)CCn1nnc2ccccc2c1=O)C(=O)O | -5 | -3 | 1.0 | -1 | -0.8 | -9 | -2 | 2 | i
Cc1cc(C)c(C(=O)COC(=O)c2ccc(NC(=O)CC#N)cc2)cc1C | -4 | 2 | 0.6 | -28 | 0.3 | 14 | -3 | 1 | i
CCOC(=O)C(NC(C)=O)(N1CCc2ccccc2C1)C(F)(F)F (configuration not stated) | -2 | -1 | 0.6 | 8 | -0.4 | -5 | -4 | 0 | i
O=c1cc2c(nn1Cc1ccc(F)cc1)-c1ccccc1CC2 | -10 | 1 | 0.1 | 4 | -0.9 | 16 | -8 | -1 | i
CCOC(=O)c1sc(Nc2nc3c(F)cccc3s2)cc1C | 4 | -6 | 2.0 | 4 | -0.2 | -9 | -2 | -3 | i
CCOC(=O)N1CCN(c2nc3ccccn3c(=O)c2C=O)CC1 | -7 | 5 | 2.3 | 15 | -1.1 | -2 | -3 | 2 | i
Cc1cc(=O)n2[nH]c(N)c(N=Nc3ccccc3)c2n1 | -3 | -2 | 1.2 | -9 | 1.0 | -9 | -1 | -10 | i
COc1cccc(NC(=O)CSc2nc3c(oc4ccccc43)c(=O)[nH]2)c1 | -5 | 5 | 0.8 | 10 | -1.0 | 4 | -2 | 4 | i
CCn1cc(C(=O)OCC(=O)OC2CC(C)CCC2C(C)C)c(=O)c2ccc(C)nc21 (configuration not stated) | 1 | 2 | 1.5 | 6 | 1.1 | 26 | 2 | 4 | i
CC1=NCCN1S(=O)(=O)c1cccc([N+](=O)[O-])c1 | 9 | -3 | -0.8 | 1 | -0.7 | -4 | -1 | 2 | i
S=c1[nH]c(-c2ccc(Br)cc2)cn1CCc1ccccc1 | 3 | 3 | -0.7 | -45 | -0.3 | -1 | -2 | -2 | i
O=C(NCCc1ccccc1C(F)(F)F)c1cc(COc2ccccc2)on1 | 0 | 3 | -0.3 | 6 | -0.1 | 22 | -1 | 0 | i
CCCCc1ccc(NC(=S)NCCCN2CCOCC2)cc1 | 0 | -2 | 0.1 | -3 | -1.0 | -3 | -3 | -1 | i
O=C(N/N=C/c1cccc(Cl)c1)C(c1ccncc1)N1CCOCC1 (configuration not stated) | 16 | 0 | -1.1 | 15 | -0.4 | -4 | -3 | -2 | i
Brc1ccc2c(c1)C(C1=NCCN1)c1ccccc1CS2 (configuration not stated) | -1 | -2 | -0.5 | 8 | -0.1 | -12 | -3 | -1 | i

Entries of single compounds as entered above. Order of screens: E coli Lon inh | CSN inh | MsrA inh | PABP1 MLLE inh | TbMetRS inhib | FAS-TE inh | bovine MsrA act | Rin1 Abl inh | Neddyl block
Profile of `CCOc1cc(S(=O)(=O)NCCCN2CCOCC2)c(C)cc1C` = -14 | 0 | -0.7 | -2 | -0.3 | -3 | -1 | -2 | i
Profile of `CC1=NCCN1S(=O)(=O)c1cccc([N+](=O)[O-])c1` = 9 | -3 | -0.8 | 1 | -0.7 | -4 | -1 | 2 | i
Profile of `O=c1[nH]c(-c2cccs2)nc2ccccc12` = 5 | 0 | 2.1 | 8 | -0.1 | -9 | -10 | -1 | i
Profile of `O=C(c1cc2nc(-c3ccco3)cc(C(F)(F)F)n2n1)N1CCN(c2ccccn2)CC1` = -3 | 4 | 1.2 | 0 | -1.2 | 0 | 1 | 2 | i
Profile of `CCOC(=O)c1sc(Nc2nc3c(F)cccc3s2)cc1C` = 4 | -6 | 2.0 | 4 | -0.2 | -9 | -2 | -3 | i
